# Screening results from PubChem BioAssay.
# procasp3 activ = activates human procaspase-3 | P42574 | recombinant procaspase-3 D3A, Ac-DEVD-pNA absorbance 405 nm | activation, % at 8.5 µM | 330,000 tested, 0.11% active | AID 463141;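 active means activation above the mean of all tested compounds plus 3 SD, cut at about 21% in these data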;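 further: 0% = DMSO alone and 100% = DMSO wells spiked with extra 5 µM PC-3 D3A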
#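 Assay system – Procaspase-3 D3A mutant, all three cleavage aspartates alanine · Controls – DMSO-only low control, 5 µM PC-3 D3A high control · Schedule – 1 h compound preincubation, 2 h substrate hydrolysis at 25 °C · Signal – 405 nm absorbance of p-nitroaniline, reads at 0 and 120 min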
# PP1 counter = PP1-alpha (human) inhibition in PP5 counter-screen. P62136. purified PP1alpha, OMFP fluorescence. inhibition, % at 6.7 µM. 320,000 tested, 0.9% active;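 active means inhibition above the mean inhibition of all tested compounds plus 3 SD, computed separately for each screening campaign, cut at about 15% in these data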
# core dimer inh = blocks dimerization of HCV core protein; inhibition, % at 5 µM; 300,000 tested, 0.33% active; TR-FRET GST/Flag-core106 dimerization, 1536-well;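 active means inhibition above the mean of all tested compounds plus 3 SD, set per screening campaign, cut at about 45% in these data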
#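 test system = GST/Flag-tagged HCV core106 proteins | probe or stimulus = Eu donor and XL665 acceptor anti-tag antibodies | times = compound-protein-antibody incubation 4 h at 22.5 °C | signal = TR-FRET, excitation 340 nm, emission 617 and 671 nm | measure = percent inhibition of core106 dimerization signal | controls = wells lacking GST-core106 and wells with excess unlabelled core106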
# TPT1 inh = inhibitors of Candida albicans tRNA 2'-phosphotransferase TPT1 | AID 1962 | inhibition, % at 5 µM | recombinant caTPT1, FP RNA substrate dephosphorylation | 300,000 tested, 0.81% active;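 active means inhibition above the mean of all tested compounds plus 3 SD, set per screening campaign, cut at about 24% in these data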;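 further: plate controls were DMSO alone for no effect and ferristatin control at 100 nM for full effect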
# Fh CTSL1 inh = blocks F. hepatica cathepsin L1 in PFM18AAP counter-screen | 300,000 tested, 0.49% active | recombinant F. hepatica cathepsin L1, Z-Leu-Arg-MCA fluorescence | inhibition, % at 5.96 µM;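 active means inhibition above the mean of all tested compounds plus 3 SD, set per screening campaign, cut at about 17% in these data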;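 further: 0% = plate median of test compound wells and 100% = 1 µM Z-Phe-Ala-diazomethylketone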
# proCasp7 act = counter-screen for procaspase-3 activators: activators of human procaspase-7 | recombinant procaspase-7, Ac-DEVD-pNA absorbance 405 nm; D23A/D198A/D206A triple mutant, cannot self-cleave; scale: DMSO 0, 5 µM enzyme 100 | activation, % at 8.5 µM | 330,000 tested, 0.093% active;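 active means percent activation above the screen-wide mean plus 3 SD, cut at about 25% in these data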
#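 Assay system: Uncleavable procaspase-7 mutant enzyme / Input: 2 µM procaspase-7 mutant as dispensed / Dosing: single nominal 8.5 µM compound dose, 0.8% DMSO final / Timing: 1 h enzyme–compound preincubation and 2 h substrate reaction, both 25 °C / Detection: p-Nitroaniline absorbance at 405 nm, read at 0 and 120 min / Replication: singlicate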
# PP5 primary = PP5 (human) phosphatase inhibition; P53041; purified PP5c, OMFP substrate fluorescence; inhibition, % at 6.7 µM; 320,000 tested, 0.18% active; AID 1987;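 active means inhibition above the campaign's mean inhibition across all tested compounds plus 3 SD, cut at about 9.5% in these data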;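 further: 0% = DMSO only and 100% = 100 µM cantharidin control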
# Target sequence (P53041 whole entry, looked up): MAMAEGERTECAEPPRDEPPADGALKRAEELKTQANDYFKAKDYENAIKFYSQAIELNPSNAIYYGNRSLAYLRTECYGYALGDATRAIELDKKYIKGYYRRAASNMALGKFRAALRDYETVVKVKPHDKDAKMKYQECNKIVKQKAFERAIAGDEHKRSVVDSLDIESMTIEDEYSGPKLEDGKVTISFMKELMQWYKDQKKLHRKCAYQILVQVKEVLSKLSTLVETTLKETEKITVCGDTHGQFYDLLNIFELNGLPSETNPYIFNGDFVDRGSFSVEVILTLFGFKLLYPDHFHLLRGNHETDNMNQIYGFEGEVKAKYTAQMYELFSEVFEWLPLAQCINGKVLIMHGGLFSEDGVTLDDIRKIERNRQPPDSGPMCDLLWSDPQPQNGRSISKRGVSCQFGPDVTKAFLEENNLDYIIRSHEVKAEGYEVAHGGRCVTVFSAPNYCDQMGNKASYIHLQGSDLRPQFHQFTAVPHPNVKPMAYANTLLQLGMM
# Efflux pump mplx = inhibitors of Candida antifungal efflux pumps expressed in yeast; S. cerevisiae Candida pump triplex, Nile Red efflux; inhibition, % at 10 µM; 330,000 tested, 0.44% active; AID 485275;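 active means plate passing quality check with inhibition over a set limit, or well fluorescence over plate mean plus 4 SD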;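 further: Nile Red retained in pooled yeast measured as flow cytometry median fluorescence; 0% = buffer negative control and 100% = Enniatin B positive control; higher means more Nile Red kept so more efflux inhibition; some compounds called inactive have numbers as strong as hits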
# JMJD2C inh = blocks human GASC-1 demethylase activity; Q9H3R0; GST-JMJD2C(1-420) H3K9me3 demethylation, DELFIA europium; inhibition, % at 2.35 µM; 330,000 tested, 0.069% active;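 active means more than half of a compound's replicate wells show inhibition beyond 50%, single wells judged on their own value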;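 further: signal counts dimethyl H3K9 product captured on neutravidin plate; 0% = median of DMSO wells and 100% = 0.3 times that DMSO median; strong numbers were not always called active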
# Target sequence (Q9H3R0 1-420 limits assumed): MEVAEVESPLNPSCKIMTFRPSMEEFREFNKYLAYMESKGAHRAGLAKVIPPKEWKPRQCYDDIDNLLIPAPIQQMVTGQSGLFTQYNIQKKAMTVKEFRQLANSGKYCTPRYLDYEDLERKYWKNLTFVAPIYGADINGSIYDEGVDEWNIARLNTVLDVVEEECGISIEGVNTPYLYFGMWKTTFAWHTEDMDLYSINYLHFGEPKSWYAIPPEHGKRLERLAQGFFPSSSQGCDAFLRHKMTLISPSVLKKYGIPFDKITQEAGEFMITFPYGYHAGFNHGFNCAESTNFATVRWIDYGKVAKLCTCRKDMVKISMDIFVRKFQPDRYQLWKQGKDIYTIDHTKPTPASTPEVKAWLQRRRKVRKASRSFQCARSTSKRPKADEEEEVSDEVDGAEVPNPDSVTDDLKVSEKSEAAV
# Active calls of the source: *; i = inactive; / = no result given.
SMILES,procasp3 activ,PP1 counter,core dimer inh,TPT1 inh,Fh CTSL1 inh,proCasp7 act,PP5 primary,Efflux pump mplx,JMJD2C inh
O=S(=O)(Cc1ccc(Cl)cc1)c1ccccc1-c1nnc(-c2ccccc2)o1,3.2,0.8,8.8,3.8,0.2,0.3,2.5,0.0,4.3
Cc1cc(C(=O)N2CCOCC2)ccc1[N+](=O)[O-],3.8,-2.2,3.5,0.6,0.7,-2.7,0.0,-0.1,2.1
COc1ccc(OC)c(N=c2oc3c(OC)cccc3cc2C(=O)NCc2ccco2)c1,3.9,-1.8,6.4,-2.1,-1.6,4.5,-1.1,0.1,1.8
COC(=O)c1cc(NC(=O)C2COc3ccccc3O2)ccc1Cl (stereo not given),-0.4,-0.7,1.4,0.9,2.2,3.7,1.6,-0.3,i
O=C(NCc1cccnc1)C(=O)Nc1nc(C23CC4CC(CC(C4)C2)C3)cs1,-10.5,4.4,3.4,-0.5,0.6,3.8,1.2,0.1,-10.1
CCOC(=O)C(=O)Nc1nnc(COc2ccccc2)s1,9.0,-3.0,1.7,6.1,-3.0,-2.4,-0.8,-0.1,-3.1
COc1ccc(CNC[C@H]2O[C@@H](n3cnc4c(N)ncnc43)[C@H](O)[C@@H]2O)cc1OC,1.1,/,/,/,/,6.4,/,-0.2,3.4
COc1cccc(N2CCN(CC(=O)C34CC5CC(CC(C5)C3)C4)CC2)c1,2.4,-3.1,-26.8,2.7,-1.6,1.7,1.4,0.4,4.5
C=CCC1c2cccc(C(=O)O)c2C(=O)N1c1cccc(C)c1 (stereo not given),-4.6,10.4,-5.8,-2.3,8.5,3.2,-0.6,-0.1,-1.8
CC[C@@]1(C(=O)OC)N[C@H](CN(C)S(=O)(=O)c2ccccc2)[C@@H]2C(=O)N(Cc3ccccc3)C(=O)[C@@H]21,-0.5,/,/,/,/,13.6,/,0.2,-3.2
CCCNC(=O)CCn1nc(-c2ccc(Cl)cc2)c2ccccc2c1=O,10.0,-3.1,-6.3,-0.7,-3.5,2.3,-0.8,-0.2,-4.0
CCN(CC)CC#CCC(O)(c1ccccc1)c1ccccc1,0.6,-0.5,-1.1,-1.4,-3.1,15.3,-0.7,0.1,-4.4
CC1CCCC(NC(=O)CSC2CCCCC2)C1C (stereo not given),1.8,3.3,2.9,-2.2,-3.4,9.3,2.2,0.0,2.2
Cc1ccc(C2(c3noc(CN(C)CCCN4CCOCC4)n3)CCCC2)cc1,2.4,-1.4,-2.1,0.5,-0.4,10.1,-1.6,0.0,-3.3
COc1cc(OC)cc(C(=O)NNC(=O)CN2C(=O)NC3(CCCC3)C2=O)c1,3.5,-1.7,/,/,/,-6.4,1.4,-0.3,3.9
O=C(O)c1ccc(-c2cccc([N+](=O)[O-])c2)o1,15.5,-0.1,-1.5,0.0,-1.0,7.1,1.3,0.0,5.9
COc1ccc(CN(C)C(=O)c2ccc3c(=O)n4c(nc3c2)CCC4)cc1,-0.1,-5.5,4.1,-0.7,-1.2,-12.5,2.7,0.1,4.4
COc1ccc(CP(=O)(c2ccccc2)c2ccccc2)cc1,11.7,-2.6,2.2,-2.6,-2.5,-1.1,-1.7,0.0,0.5
N#CCCCSc1nnnn1-c1cccc(Cl)c1,-7.0,-2.7,1.5,-1.4,-1.0,2.6,0.4,0.1,9.1
COc1ccc(CC(=O)Nc2nncs2)cc1OC,2.7,-1.7,-0.3,4.5,-1.6,-7.5,-0.9,0.0,0.7

# A run of entries taken from the entries so far:
SMILES,procasp3 activ,PP1 counter,core dimer inh,TPT1 inh,Fh CTSL1 inh,proCasp7 act,PP5 primary,Efflux pump mplx,JMJD2C inh
COc1ccc(CP(=O)(c2ccccc2)c2ccccc2)cc1,11.7,-2.6,2.2,-2.6,-2.5,-1.1,-1.7,0.0,0.5
N#CCCCSc1nnnn1-c1cccc(Cl)c1,-7.0,-2.7,1.5,-1.4,-1.0,2.6,0.4,0.1,9.1
COc1ccc(CC(=O)Nc2nncs2)cc1OC,2.7,-1.7,-0.3,4.5,-1.6,-7.5,-0.9,0.0,0.7

# The results go on.
SMILES,procasp3 activ,PP1 counter,core dimer inh,TPT1 inh,Fh CTSL1 inh,proCasp7 act,PP5 primary,Efflux pump mplx,JMJD2C inh
O=C(OCC(=O)N1CCN(c2ccccc2)CC1)c1ccc(Cl)nc1,-1.9,-4.7,-3.5,-3.1,-3.9,16.5,-1.3,0.0,1.3
Cc1ccc(/C=c2\sc3nc(-c4ccco4)nn3c2=O)o1,3.9,1.9,61.7*,10.9,-1.5,-8.5,2.2,0.1,-1.3
O=C(NC(=S)Nc1ccccc1N1CCCC1)c1ccccc1Br,-4.1,-13.9,0.1,-2.4,22.5*,-4.6,3.0,0.0,0.7
CCOc1ccc(NC(=O)c2cc(C3CC3)nc3c2cnn3C(C)C)cc1OC,3.3,-2.2,/,/,/,-3.5,5.6,-0.3,-231.7
CC1CN(C(=O)c2ccccc2)OC(c2ccc3c(c2)OCO3)O1 (stereo not given),-5.0,0.9,-2.1,-4.9,10.1,1.4,-1.2,-0.1,2.5
Cc1ccc(N=N/C(=C\O)C(=O)c2ccc(Cl)cc2)cc1,-22.6,-11.2,10.0,-1.6,-8.3,-9.8,2.3,0.5,10.7
Cc1cc(C)n(CC(O)COc2ccc(Cl)cc2)n1 (stereo not given),8.2,-2.8,-6.7,0.4,1.3,-8.2,4.9,0.3,-0.8
O=c1[nH][nH]c(-c2ccccc2)c1C=Nc1ccc(OC(F)(F)F)cc1,-2.0,-0.2,1.3,2.2,-0.2,0.3,-0.4,-0.2,1.5
O=C(N/N=C/c1cc(Cl)cc([N+](=O)[O-])c1O)c1cc(-c2ccccn2)nc2ccccc12,0.0,1.8,11.3,-0.1,4.2,-3.2,-1.2,-0.1,3.6
COc1cccc(CN2C(=O)CCC2(C)C(=O)NCCc2ccc(OC)c(OC)c2)c1 (stereo not given),2.6,-0.9,-6.5,-4.4,-3.9,3.9,1.6,-0.1,7.7
Cc1ccc(NC(=O)CCCn2c(=O)oc3ccccc32)c(O)c1,1.3,-7.6,-3.5,1.0,-0.9,-0.8,-2.3,0.6,0.1
N/C(Cc1ccc(Cl)c(Cl)c1)=N\OC(=O)c1ccc(Br)o1,-8.2,-1.1,-1.9,3.7,0.0,-0.4,3.5,0.3,-5.7
CC(NC(=O)c1ccccc1F)c1nnc(SCC(=O)N2CCN(c3ccccc3)CC2)n1C (stereo not given),1.3,-4.8,0.8,-3.2,-4.7,4.6,1.9,-0.5,42.8
CN(C(=O)Cc1ccccc1)n1cnnc1,-3.8,-3.3,0.8,-0.2,-0.3,0.4,0.0,-0.1,5.7
Cc1ccc(C(=O)Nc2nc(-c3ccccn3)cs2)s1,11.8,33.8*,/,/,/,-8.9,4.9,0.6,5.9
C=C(C)C1CC=C(C)/C(=N\NC(=O)CCC(=O)Nc2ccc(C)c(C)c2)C1 (stereo not given),16.9,-2.3,1.6,-2.5,2.6,4.3,0.0,-0.1,0.0
CCOC(=O)C1CCCN(C2=C(NS(=O)(=O)c3ccc(Br)cc3)C(=O)c3ccccc3C2=O)C1 (stereo not given),-9.9,4.7,5.3,-5.7,7.1,1.4,5.6,0.0,0.0
COc1ccc(NC(=O)CN2C(=O)COc3ccccc32)cc1OC,1.9,2.9,3.6,1.0,-0.2,7.0,1.4,-0.1,2.2
COc1cc(OC)c(OC)cc1CN1CCN(S(=O)(=O)c2ccc(NC(C)=O)cc2)CC1,-8.7,-5.0,-1.6,1.1,9.0,-11.8,3.6,-0.2,-4.4
COc1cccc(/C=C2\CC(C)Cc3c2nc2ccccc2c3C(=O)O)c1OC (stereo not given),3.8,-0.3,0.9,-3.4,2.6,-5.1,3.0,0.1,27.1
CCN(CC)S(=O)(=O)c1ccc(S(=O)(=O)N(CC(=O)Nc2ccccc2)CC2CCCO2)cc1 (stereo not given),8.3,-4.2,5.7,1.9,5.2,-1.5,1.4,0.1,-3.8
Cc1ccccc1OCc1nc(-c2ccc(NC(=O)c3ccco3)cc2)no1,3.5,0.3,10.4,-1.1,3.8,3.8,-1.2,-0.1,/
COc1ccc(-c2ccc(Nc3ccc(S(=O)(=O)N4CCCC4)cc3)nn2)cc1OC,5.2,1.6,13.0,3.7,-1.5,-2.5,5.0,0.2,-7.2
C=CCN(C(=O)c1csnn1)C(C(=O)NCc1ccc(F)cc1)c1cccs1 (stereo not given),5.6,-1.3,3.4,2.6,1.8,10.4,0.7,-0.2,-37.4
O=C(CSc1ccc(-c2ccccn2)nn1)Nc1cccc(F)c1,-5.5,-0.8,-0.8,-3.1,0.9,9.5,-1.2,0.0,-0.7
C=CCn1c(=O)c(C(=O)NCc2ccccc2Cl)c(O)c2ccccc21,-13.5,-0.9,-1.1,-1.0,-3.0,6.6,0.2,0.0,7.8
CC1CC(C)CN(c2ncnc3c2cnn3-c2ccc(Cl)cc2)C1 (stereo not given),12.3,-1.5,-4.7,-1.8,-4.5,5.1,1.3,0.1,-9.9
COc1cn(-c2ccccc2)nc1C(=O)NCc1ccccc1,-0.2,1.0,9.0,-1.3,0.3,-0.4,0.5,0.2,-6.8
CCN(CC)S(=O)(=O)c1nnc(NC(=O)c2ccco2)s1,-3.3,0.5,7.6,0.7,-3.0,4.6,-1.1,0.0,-2.3
CC(NC(=O)COC(=O)CNC(=O)c1ccc(-c2ccccc2)cc1)c1ccccc1 (stereo not given),-4.6,-3.7,1.7,0.0,-1.2,-5.3,8.3,0.1,5.4

# Quoted from the listing:
# Cc1ccccc1OCc1nc(-c2ccc(NC(=O)c3ccco3)cc2)no1 in Efflux pump mplx: -0.1
# O=C(CSc1ccc(-c2ccccn2)nn1)Nc1cccc(F)c1 in PP1 counter: -0.8

# The results go on:
SMILES,procasp3 activ,PP1 counter,core dimer inh,TPT1 inh,Fh CTSL1 inh,proCasp7 act,PP5 primary,Efflux pump mplx,JMJD2C inh
Cc1ccn2cc(C(=O)Nc3nnc(C)s3)nc2c1,-1.4,1.7,2.6,-4.1,7.8,4.5,2.1,0.0,-1.5
CC[n+]1c(C)sc2c(C)cc(C)cc21,-26.2,0.4,2.1,-1.1,4.0,-22.1,3.8,0.1,8.9
Nc1c(C(=O)NC2CCCC2)sc2nc(-c3cccs3)ccc12,-15.1,12.2,26.1,6.5,1.4,-14.0,2.8,0.2,50.9
COCCn1c(-c2ccco2)csc1=Nc1cccnc1,-1.7,1.3,5.5,-0.8,6.4,2.2,0.6,-0.3,1.3
COC(=O)c1cc(NC(=O)c2cccnc2)cc(C(=O)OC)c1,3.4,-5.5,7.5,0.3,-3.4,10.6,1.8,-0.1,-8.6
CCOC(=O)c1ccccc1OCc1cc(/C=N/n2cncn2)ccc1OC,6.6,2.2,5.1,1.5,0.6,2.3,3.6,0.2,2.2
